# RTF Ca sens act: increases calcium sensitivity of human cardiac regulated thin filaments | IANBD-labeled TnC RTF fluorescence at EC20 calcium; 0% EC20 calcium, 100% full calcium | activation, % at 7.2 µM | 0.24% of 340,000 active;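 active = activation above the mean over all tested compounds plus 3 SD, cut at about 30% in these data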;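 note: rise in fluorescence read as greater calcium sensitivity of cardiac thin filaments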
# C-LANA FP: blocks KSHV LANA C-terminal domain binding to DNA | MBP-C-LANA/FAM-LBS DNA binding, fluorescence polarization | inhibition, % at 9 µM | AID 504423 | 0.078% of 340,000 active;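 active = highest replicate inhibition at or above 60% at 9 µM, even if other replicates fall short; inactive = all replicates below 60% inhibition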;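 note: 0% = neutral control wells and 100% = 4 µM acridine orange control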
# Arrestin-AP2 inh: blocks beta-arrestin peptide binding to AP2 adaptin. FITC-arrestin peptide / GST-AP2 beads, flow cytometry; AP2 beta2 appendage carries R879A mutation. inhibition, % at 10 µM. 0.31% of 340,000 active;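 active = inhibition above a set limit, near 3 SD of compounds lacking own fluorescence, cut at about 54% in these data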;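 note: plate controls were DMSO wells for no effect and 5 µM unlabelled arrestin peptide for full effect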
#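 Assay system: GST-AP2 R879A bound to glutathione beads, E. coli-expressed; Medium: PBS with 0.05% Tween 20 and 0.1% BSA; Also added: fluorescein-tagged arrestin peptide at 50 nM final; Timing: 12 min plus 1 h, RT; Measured by: flow cytometry, FL1 (488/535 nm); Evaluation: percent drop in bead-associated FITC signal.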
# Keap1 Nrf2 FP: inhibitors of human Keap1-Nrf2 protein-protein interaction | inhibition, % at 9.4 µM | Q14145 | AID 504523 | 0.15% of 340,000 active | Keap1 Kelch-Nrf2 peptide fluorescence polarization, 1536-well; in the data active = inhibition above about 12%; inconclusive = no clear call, values can overlap the other calls; inactive = below about 7.3%;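 note: human Keap1 Kelch domain with fluorescein labeled Nrf2 9mer peptide probe; 0% = neutral control wells and 100% = peptide positive control; higher means more block of Keap1 binding to Nrf2 peptide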
# Target sequence (Q14145 whole entry, looked up, the tested form may be a part): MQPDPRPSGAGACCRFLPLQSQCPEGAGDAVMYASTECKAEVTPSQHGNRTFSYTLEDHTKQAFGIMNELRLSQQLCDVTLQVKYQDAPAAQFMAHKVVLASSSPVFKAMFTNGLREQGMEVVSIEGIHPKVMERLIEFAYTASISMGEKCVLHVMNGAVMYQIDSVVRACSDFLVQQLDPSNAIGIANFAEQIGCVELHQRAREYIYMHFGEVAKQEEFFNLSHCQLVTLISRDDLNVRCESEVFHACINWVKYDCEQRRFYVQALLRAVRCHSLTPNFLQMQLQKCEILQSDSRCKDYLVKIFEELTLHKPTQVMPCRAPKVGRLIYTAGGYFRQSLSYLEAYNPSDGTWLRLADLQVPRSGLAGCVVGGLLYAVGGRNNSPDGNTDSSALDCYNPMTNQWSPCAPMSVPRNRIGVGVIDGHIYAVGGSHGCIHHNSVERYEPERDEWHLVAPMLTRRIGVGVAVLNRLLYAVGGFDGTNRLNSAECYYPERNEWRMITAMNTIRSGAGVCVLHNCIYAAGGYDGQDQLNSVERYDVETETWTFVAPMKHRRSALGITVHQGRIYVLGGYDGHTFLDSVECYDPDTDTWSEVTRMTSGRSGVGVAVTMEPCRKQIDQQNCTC
# Cardiac RTF inh: cardiac RTF calcium desensitization; IANBD-labeled cardiac RTF, Ca2+ fluorescence; AID 493244; 0.12% of 340,000 active; P19429+P45379; inhibition, % at 7.15 µM;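 active = inhibition above the mean inhibition of all tested compounds plus 3 SD, cut at about 17% in these data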;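 note: assay run at fixed EC70 calcium of 1.6 mM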
# Pemphigus Ab inh: inhibitors of pemphigus antibody binding to human desmoglein-3; P32926; 0.48% of 310,000 active; binding (percent of control), % at 10 µM; DSG3-coupled beads, scFv-anti-DSG3-GFP binding, flow cytometry; stronger effect = lower value;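 active = binding more than 3 SD below its plate's average and above zero; inconclusive = below that plate limit but binding exactly zero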;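 note: hits lower antibody fragment binding to DSG3; some compounds called inactive have numbers as strong as hits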
# MOR-DOR ag: agonists of human mu-delta opioid receptor heterodimerization | cells, OPRM1-OPRD1 heterodimerization, luminescence | activation, % at 9.3 µM | 0.3% of 340,000 active; in the data active = activation above about 18%;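 note: 0% = vehicle-treated cells and 100% = reference agonist; values of inactives mirror those of a sister screen read the other way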
# Wnt act: activates Wnt/beta-catenin signaling in a reporter cell assay; activation, % at 9.35 µM; 1.2% of 300,000 active; activator, plate reader; in the data active = activation above about 30%, passing the limit was not always enough; inconclusive = no clear call, values can overlap the other calls;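 note: 0% = neutral control wells and 100% = positive control wells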
# MOR-DOR inv ag: mu-delta opioid heterodimer inverse agonism. cell-based MOR-DOR heterodimer luminescence. inhibition, % at 9.3 µM. 0.21% of 340,000 active; in the data active = inhibition above about 22%, passing the limit was not always enough;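 note: 0% = cells with DMSO and 100% = wells without cells with DMSO; values of inactives mirror those of a sister screen read the other way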
# V-ATPase pHluor: regulators of yeast V-ATPase proton transport. S. cerevisiae, pHLuorin cytosolic pH fluorescence. response, % at 10 µM. 0.37% of 350,000 active. AID 504577; in the data active = response mostly above about 7.3%, no sharp cut-off; inactive = mostly below about 5.4%; note: actives read high; inactives centre near 0; some compounds called inactive have numbers as strong as hits; reference of the scale not given here
# * marks the source's active call; other numbers are inactive results; ? = inconclusive; / = not tested or not shown.
# Sample of the layout:
SMILES,RTF Ca sens act,C-LANA FP,Arrestin-AP2 inh,Keap1 Nrf2 FP,Cardiac RTF inh,Pemphigus Ab inh,MOR-DOR ag,Wnt act,MOR-DOR inv ag,V-ATPase pHluor
CCN(Cc1ccccc1)c1ccc(/C=N/NS(=O)(=O)c2cccc([N+](=O)[O-])c2)cc1,-3,7.2,31,3,2,122,4.5,-2,-24,-4
COc1cc2c3c(c1OC)C1(C=CC(=O)C=C1)CC3N(C(=O)c1ccccc1)CC2 (centres undefined),1,-0.1,5,-7,4,96,-1.5,/,8,5
CC(=O)NC1C(=O)N=C(SCC(=O)Nc2cccc(Cl)c2)NC1=O (centres undefined),13,-0.4,-12,-4,-4,/,-1.9,0,9,-1

# Main list, repeating the preview:
SMILES,RTF Ca sens act,C-LANA FP,Arrestin-AP2 inh,Keap1 Nrf2 FP,Cardiac RTF inh,Pemphigus Ab inh,MOR-DOR ag,Wnt act,MOR-DOR inv ag,V-ATPase pHluor
CCN(Cc1ccccc1)c1ccc(/C=N/NS(=O)(=O)c2cccc([N+](=O)[O-])c2)cc1,-3,7.2,31,3,2,122,4.5,-2,-24,-4
COc1cc2c3c(c1OC)C1(C=CC(=O)C=C1)CC3N(C(=O)c1ccccc1)CC2 (centres undefined),1,-0.1,5,-7,4,96,-1.5,/,8,5
CC(=O)NC1C(=O)N=C(SCC(=O)Nc2cccc(Cl)c2)NC1=O (centres undefined),13,-0.4,-12,-4,-4,/,-1.9,0,9,-1
CCCCN(C(=O)CCC(=O)Nc1cc(C)on1)C(C(=O)NC(C)(C)C)c1ccccc1Cl (centres undefined),-4,-1.0,-9,-2,-13,99,2.0,-2,-17,1
Cc1cc(C)c(OCC(=O)N(Cc2cccs2)C2CCS(=O)(=O)C2)c(C)c1 (centres undefined),3,-0.8,45,2,2,108,-1.7,-3,10,-2
Cc1ccc(-n2ncc3c(SCc4cccc(C)c4)ncnc32)cc1,-3,-1.1,-3,1,1,/,-1.1,/,6,-2
O=C(O)c1cccc(OCc2ccccc2Cl)c1,-1,-1.4,1,1,-1,104,-1.6,/,9,0
c1ccc(-c2ccnc3nc(N4CCN(c5ccccc5)CC4)nn23)cc1,1,0.1,-1,-3,-2,103,-0.8,-6,4,0
O=C(NCC1CCCO1)c1ccc(N2CCCCC2)c([N+](=O)[O-])c1 (centres undefined),2,0.2,7,5,0,/,-2.8,2,15,-1
CC(=O)Nc1cccc(NC(=O)c2ccc(Br)cc2)c1,1,-0.9,-13,-3,-3,105,-1.9,3,10,-4
Cc1cc(C(=O)Cn2nc(C(=O)O)c3ccccc3c2=O)c(C)n1CC(F)(F)F,2,0.4,9,-4,-6,117,0.2,-2,-1,-3
Cc1nnc(SCC(=O)Nc2nccs2)o1,-1,0.1,2,-5,-6,/,-1.5,24,8,0
CC1(C2(O)CCCCC2)NCCc2ccccc21 (centres undefined),3,1.3,8,1,9,99,-1.7,1,11,-2
COc1cc(O)c2c(=O)c3c(OC)c(O)ccc3oc2c1,-4,-0.4,2,-5,5,104,-3.7,23,17,4
CCCCn1c(N)c(N(CCOC)C(=O)COC(=O)COc2cc(C)c(Cl)cc2C(C)C)c(=O)[nH]c1=O,-8,-1.0,-5,-1,2,90,-1.6,-2,9,1
O=C(Nc1ccc(N2CCOCC2)c(Cl)c1)c1c(F)c(F)c(F)c(F)c1F,11,-1.3,1,0,-15,97,1.8,/,-10,7
COc1ccc(NS(=O)(=O)c2ccc(NC(=O)C3CCCO3)cc2)cc1 (centres undefined),-2,2.0,20,-3,2,102,-1.6,2,9,0
CC(C)Sc1nc2ccsc2c(=O)[nH]1,-2,0.2,7,4,-2,98,-3.8,-5,18,-1
CC(=O)NCCSC(=O)c1ccc(F)cc1,2,-2.2,3,-2,-1,97,-1.0,/,6,-2
O=C(CN1CCN(CC(=O)c2ccc(Cl)cc2)CC1)c1ccc(Cl)cc1,-4,5.2,-9,1,4,92,-0.2,-2,1,4

# 6 of these compounds, set out differently.
SMILES | RTF Ca sens act | C-LANA FP | Arrestin-AP2 inh | Keap1 Nrf2 FP | Cardiac RTF inh | Pemphigus Ab inh | MOR-DOR ag | Wnt act | MOR-DOR inv ag | V-ATPase pHluor
COc1cc(O)c2c(=O)c3c(OC)c(O)ccc3oc2c1 | -4 | -0.4 | 2 | -5 | 5 | 104 | -3.7 | 23 | 17 | 4
O=C(Nc1ccc(N2CCOCC2)c(Cl)c1)c1c(F)c(F)c(F)c(F)c1F | 11 | -1.3 | 1 | 0 | -15 | 97 | 1.8 | / | -10 | 7
CC1(C2(O)CCCCC2)NCCc2ccccc21 (centres undefined) | 3 | 1.3 | 8 | 1 | 9 | 99 | -1.7 | 1 | 11 | -2
CC(=O)NCCSC(=O)c1ccc(F)cc1 | 2 | -2.2 | 3 | -2 | -1 | 97 | -1.0 | / | 6 | -2
Cc1nnc(SCC(=O)Nc2nccs2)o1 | -1 | 0.1 | 2 | -5 | -6 | / | -1.5 | 24 | 8 | 0
COc1ccc(NS(=O)(=O)c2ccc(NC(=O)C3CCCO3)cc2)cc1 (centres undefined) | -2 | 2.0 | 20 | -3 | 2 | 102 | -1.6 | 2 | 9 | 0

# More compounds.
SMILES,RTF Ca sens act,C-LANA FP,Arrestin-AP2 inh,Keap1 Nrf2 FP,Cardiac RTF inh,Pemphigus Ab inh,MOR-DOR ag,Wnt act,MOR-DOR inv ag,V-ATPase pHluor
CCOCCCNC(=O)c1c[nH]c2cc(C)ccc2c1=O,5,-3.6,20,0,-2,100,-1.1,/,6,2
CC(=O)c1cccc(NC(=O)CCCCCn2nnc3ccccc3c2=O)c1,0,3.5,-16,-5,-7,97,-3.4,-1,15,-2
CCc1cc2c(=O)nc3n(c2s1)Cc1ccccc1/C3=C(/O)c1ccccc1Cl,-1,0.4,-2,-4,-1,93,-0.9,-3,5,0
Cc1cccn2c(=O)c3cc(C(N)=S)c(=N)n(CCCOC(C)C)c3nc12,-9,-3.1,25,-1,-10,103,4.9,/,-27,6
Clc1cc(NCc2cccs2)ccc1N1CCOCC1,0,-2.5,1,-4,-12,/,6.0,24,-38,2
S=C(NN=Cc1ccccn1)N(Cc1ccccn1)Cc1ccccn1,-4,-0.6,-8,3,-10,90,-2.1,-23,11,3
CNc1oc(-c2ccccc2)nc1S(=O)(=O)c1ccc(C)cc1,-5,-0.1,-4,-3,-1,/,-0.8,-1,4,0
O=C(Cn1c(=O)oc2ccccc21)N1CCN(c2ccc(N3CCOCC3)nn2)CC1,-2,0.1,-1,4,-8,95,-3.8,2,20,-2
COC(=O)c1ccc(NC(=O)c2ccc(F)cc2)o1,-1,-3.6,-14,-4,-1,/,-0.8,/,3,1
N#CCC(=O)N/N=C\c1cc(Br)ccc1OC/C=C/c1ccccc1,-5,-0.5,-15,-7,4,108,/,?,/,5
O=C(NCc1ccccc1)NC(=O)c1ccccc1F,-1,-0.4,-4,-2,-10,99,-0.1,13,0,-4
O=C(O)c1cccc(Oc2cccc(Cl)n2)c1,3,-3.8,27,-1,1,99,-0.8,0,4,-2
N=c1n(CCCOc2ccc(F)cc2)c2ccccc2n1CC(N)=O,-5,0.5,2,-1,7,93,/,1,/,-1
CCOc1ccc(OCCC(=O)OCC(=O)Nc2ccc(N3CCOCC3)cc2)cc1,-1,1.5,-3,-5,-12,106,-0.4,-1,2,7
CCN(CC)CCCNc1nc2ccccc2[nH]1,1,-0.5,20,2,-3,99,0.9,-1,-5,1
CCn1c(CSc2nnc3ccccn23)nc2cc(C(=O)O)ccc21,14,2.8,20,-1,-5,36*,3.5,-2,-18,0
Nc1c(C(=O)NC23CC4CC(CC(C4)C2)C3)sc2nc3c(c(C(F)(F)F)c12)CCC3,3,0.9,-6,-3,-5,124,-1.1,/,6,0
Cc1ccc(NC(=O)c2ccccc2-c2ccc(C(F)(F)F)cc2)cc1S(=O)(=O)N1CCOCC1,0,-0.4,-3,0,-5,101,3.7,-4,-20,-2
C=CC[C@H](CC(=O)NCCO)C(=O)NC[C@@H](OC(=O)[C@@H](CC=C)Cc1ccc(F)cc1)c1ccccc1,-1,2.2,12,1,4,129,-3.4,-3,16,3
O=S(=O)(NCCOCCNS(=O)(=O)c1ccccc1)c1ccccc1,-3,-1.2,15,0,-31,/,-2.5,/,13,2

# Exported with tabs: part of the list above
canonical_smiles	RTF Ca sens act	C-LANA FP	Arrestin-AP2 inh	Keap1 Nrf2 FP	Cardiac RTF inh	Pemphigus Ab inh	MOR-DOR ag	Wnt act	MOR-DOR inv ag	V-ATPase pHluor
Cc1ccc(-n2ncc3c(SCc4cccc(C)c4)ncnc32)cc1	-3	-1.1	-3	1	1	/	-1.1	/	6	-2
O=C(O)c1cccc(OCc2ccccc2Cl)c1	-1	-1.4	1	1	-1	104	-1.6	/	9	0

# Continued:
SMILES,RTF Ca sens act,C-LANA FP,Arrestin-AP2 inh,Keap1 Nrf2 FP,Cardiac RTF inh,Pemphigus Ab inh,MOR-DOR ag,Wnt act,MOR-DOR inv ag,V-ATPase pHluor
O=C(COc1ccc(Cl)cc1)Nc1ccc(N2CCN(C(=O)c3ccco3)CC2)cc1,1,-0.4,29,-4,-2,72*,0.1,-3,-1,0
c1cncc(-c2nnc3n2N=C(c2cccs2)CS3)c1,0,1.4,36,-2,0,/,-2.6,-3,16,1
CC1(c2cccc(Br)c2)NC(=O)N(CC(=O)c2ccc3c(c2)OCCO3)C1=O (centres undefined),-1,1.7,-10,0,-7,/,-2.9,2,12,1
O=Cc1c(N2CCN(c3cccc(Cl)c3)CC2)nc2ccccn2c1=O,-3,3.9,30,2,-3,/,-2.7,3,15,2
CCCOc1ccc(C(=O)CCC(=O)NNC(=O)Cn2nc(C)cc2C)cc1,-2,-2.2,-4,3,1,100,-1.9,-3,12,6
CCOc1ccccc1-c1nc(CN2CCC(C(=O)N3CCOCC3)CC2)c(C)o1,0,6.1,34,3,-2,/,-0.5,0,3,-1
Fc1ccccc1-n1cn[nH]c1=S,-3,0.2,-10,1,5,99,-2.5,8,13,-1
CCOC(=O)c1c(-c2cccs2)csc1NC(=O)COC(=O)c1c(C)noc1C,-3,1.4,55*,0,-3,100,2.5,-3,-12,6
CCOc1ccc(NS(=O)(=O)c2ccc3[nH]cc(C(=O)NC(C)CC)c(=O)c3c2)cc1 (centres undefined),3,1.2,24,5,-2,77,-0.3,-7,2,1

# Screening data (PubChem)
